# GAA850 FXN act – frataxin GAA850 promoter activation; 360,000 tested, 0.56% active; AID 540364; HEK293 lucGAA850 FXN promoter luciferase reporter, 24 h; percent of 10 µM SAHA response; activation, % at 6 µM;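 active means activation above the average of all compounds screened plus 3 SD, cutoff fixed separately per campaign, cut at about 7.5% in these data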;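 further: 0% = DMSO wells and 100% = 10 µM SAHA wells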
# rCAG RNA binder – molecules binding r(CAG) RNA repeats | AID 651821 | inhibition, % at 3 µM | r(CAG) RNA repeat, TO-PRO-1 dye displacement fluorescence | 370,000 tested, 1.3% active;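 active means inhibition above the plate cutoff, the mean of all test compounds on that plate plus 3 SD, cut at about 35% in these data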;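 further: 0% = DMSO alone and 100% = 100 µM mitoxantrone as full dye displacement; higher means more dye released from RNA so lower well fluorescence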
# ASAP1 GAP inh – blocks human ASAP1-stimulated Arf1 GTP hydrolysis | AID 624377 | GDP FP detection | inhibition, % at 16.5 µM | 360,000 tested, 0.19% active; in the data active means inhibition above about 25%;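 further: 0% = vehicle with enzyme and substrate and 100% = no enzyme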
# Tn6 DDE FP – inhibitors of Tn6 peptide binding to human fibrin DD(E). Fibrin DD(E) TRITC-Tn6 fluorescence polarization displacement. P02675. inhibition, % at 8.3 µM. 370,000 tested, 0.21% active;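 active means inhibition above a per-campaign cutoff: mean of compounds within control limits plus 3 SD, cut at about 15% in these data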;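 further: 0% = median of all compound wells on the plate and 100% = blocking peptide control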
# GC-B act – GC-B (human) receptor activation | activation, % at 10 µM | HEK293-GC-B cells, CNP EC30, cGMP TR-FRET; 0% at EC30 CNP, 100% saturating CNP | 370,000 tested, 0.11% active | P20594;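 active means activation at 10 µM reaching about 35% in either raw or pattern-adjusted values, limit read from the data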
# sPLA2-III inh – Blocks human group III sPLA2 activity. 370,000 tested, 0.56% active. inhibition, % at 12.2 µM. QFRET BODIPY PC-A2 liposome hydrolysis, fluorescence. Q9NZ20;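 active means inhibition above mean plus 3 SD of compounds lying within the high and low control bounds, cut at about 19% in these data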;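 further: 0% = median of test compound wells and 100% = no enzyme DMSO wells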
# NPR1 activator – GC-A (human) enzyme activation. P16066. AID 1671463. HEK293 GC-A cells, cGMP TR-FRET, EC30 ANP; 0% at EC30 ANP, 100% saturating ANP. 370,000 tested, 0.14% active. activation, % at 10 µM; in the data active means activation above about 40%
# proKLK7 act – activates the human kallikrein-7 zymogen; P49862; purified proKLK7, EDANS-DABCYL substrate fluorescence; 100% is mature enzyme control, 0% vehicle; activation, % at 7 µM; 370,000 tested, 0.9% active;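 active means activation above the mean of all tested compounds plus 3 SD, computed per campaign excluding outliers beyond control limits, cut at about 13% in these data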
# Target sequence (P49862 whole entry, looked up): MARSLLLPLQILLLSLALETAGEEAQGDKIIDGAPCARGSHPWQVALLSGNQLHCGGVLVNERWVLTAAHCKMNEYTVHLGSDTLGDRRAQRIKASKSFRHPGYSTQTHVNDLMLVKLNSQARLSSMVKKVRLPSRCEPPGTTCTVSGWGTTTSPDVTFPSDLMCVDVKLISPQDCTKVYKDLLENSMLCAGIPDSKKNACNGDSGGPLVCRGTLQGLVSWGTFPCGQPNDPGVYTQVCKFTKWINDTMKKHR
# ARFGAP1 inh – inhibits rat ARF GTPase activating protein 1; Q62848; Arfgap1-stimulated ARF1 GTP hydrolysis, GDP FP detection; inhibition, % at 16.5 µM; 360,000 tested, 0.26% active;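 active means inhibition above a per-plate limit, mean inhibition of low control wells plus 3 SD, cut at about 25% in these data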;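 further: 0% = DMSO wells with enzyme and 100% = wells lacking Arfgap1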
# Target sequence (Q62848 1-136 limits assumed): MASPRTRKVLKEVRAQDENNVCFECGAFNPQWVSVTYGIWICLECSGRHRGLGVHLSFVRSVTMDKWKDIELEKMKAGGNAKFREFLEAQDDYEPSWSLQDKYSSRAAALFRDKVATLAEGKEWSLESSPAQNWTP
#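 system = rat Arfgap1 catalytic domain, aa 1-136 | technique = FP, GDP Alexa 633 tracer displaced from anti-GDP antibody, 620/688 nm | compound = one concentration, 16.5 µM, DMSO 1.26% | medium = HEPES-based buffer, pH 7.5 | timing = compound-enzyme preincubation 20 min, reaction 120 min, detection 60 min, 25 °C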
# ADAM10 inh – ADAM10 inhibition, QFRET primary screen; AID 720582; recombinant ADAM10, EDANS/DABCYL FRET peptide cleavage, 3 h; 370,000 tested, 0.62% active; inhibition, % at 7 µM;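 active means inhibition above a per-campaign cutoff equal to the mean of compounds falling between control-based bounds plus 3 SD, cut at about 20% in these data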;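 further: 0% = DMSO wells while the 100% control is not disclosed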
# Target sequence (O14672 214-748 limits assumed): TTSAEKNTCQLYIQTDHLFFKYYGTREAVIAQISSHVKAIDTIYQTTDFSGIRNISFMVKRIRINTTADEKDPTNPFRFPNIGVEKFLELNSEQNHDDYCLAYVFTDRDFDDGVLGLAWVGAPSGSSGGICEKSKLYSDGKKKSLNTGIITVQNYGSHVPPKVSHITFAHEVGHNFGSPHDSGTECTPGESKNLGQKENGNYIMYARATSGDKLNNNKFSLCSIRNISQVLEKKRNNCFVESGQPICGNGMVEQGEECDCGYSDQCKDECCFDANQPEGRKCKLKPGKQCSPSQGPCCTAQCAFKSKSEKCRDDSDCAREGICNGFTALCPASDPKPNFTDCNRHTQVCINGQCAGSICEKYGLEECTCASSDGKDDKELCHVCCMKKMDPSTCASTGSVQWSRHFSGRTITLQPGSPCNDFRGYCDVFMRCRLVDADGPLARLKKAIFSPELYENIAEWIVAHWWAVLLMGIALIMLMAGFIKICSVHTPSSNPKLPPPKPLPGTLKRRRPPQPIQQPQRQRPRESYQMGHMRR
# * = called active by the depositor; nt = no result given.
SMILES,GAA850 FXN act,rCAG RNA binder,ASAP1 GAP inh,Tn6 DDE FP,GC-B act,sPLA2-III inh,NPR1 activator,proKLK7 act,ARFGAP1 inh,ADAM10 inh
CC(Oc1ccc(Cl)cc1Cl)C(=O)NNC(=O)C(=O)N1CCCCC1 (stereo not drawn),0.9,0,3,1,1,-3,-5,-0.3,-5,-2
O=C(O)/C=C/c1cn(-c2ccccc2)nc1-c1cc2ccccc2o1,-0.8,67*,3,10,-7,-33,-6,1.8,12,-470
O=c1[nH]c(C2CCN(S(=O)(=O)c3ccccc3)CC2)nc2c1nnn2Cc1ccccc1,-1.2,3,2,3,-1,-26,5,0.2,1,0
O=C(Nc1ccc(-n2cnnn2)cc1)c1cc(S(=O)(=O)N2CCCC2)ccc1Cl,-0.3,13,-5,-1,4,-3,-1,-0.8,3,5
COc1cccc(CNC(=O)[C@H]2CCCN2C(=O)[C@H]2CCCN2C(=O)c2ccc(F)cc2)c1,nt,1,-1,0,-3,0,4,-0.1,2,6
CN1CCN(C2Cc3ccccc3Sc3cc(C(F)(F)F)ccc32)CC1 (stereo not drawn),nt,-1,-4,6,-18,-30,-21,0.2,10,8
Cc1nn(-c2ccccc2)c(Cl)c1/C=N/NC(=O)c1nn(C)cc1[N+](=O)[O-],4.3,-1,-5,-1,-1,7,-3,0.3,9,8
CC(=O)Nc1cccc(NC(=O)CCN2C(=O)c3ccccc3S2(=O)=O)c1,-1.6,2,-17,1,1,1,0,0.2,5,3
Cc1ccc(C(=O)Nc2ccccc2-c2ccccc2)cc1S(=O)(=O)Nc1ccccc1,-3.4,17,16,-9,-3,-52,-3,0.9,6,18
O=C(Nc1ccc(F)cc1)C1CCN(c2ncnc3c2nc2n3CCCCC2)CC1,-1.2,-4,-3,-5,-5,-2,-3,0.2,2,-1
O=C(N/N=C/c1ccc2nccnc2c1)c1ccccc1O,nt,0,5,-2,-7,2,-5,0.4,-4,6
CCCCNc1ccc2c(c1)OC[C@@H](Cc1ccccc1)NS2(=O)=O,nt,4,-8,0,2,-6,0,0.1,-17,0
Cn1c(N)c(S(=O)(=O)NCc2ccc(F)cc2)c(=O)n(C)c1=O,2.5,1,0,3,2,-6,1,0.6,-1,-2
O=C(NCc1cccs1)c1cccnc1Cl,2.1,0,9,-2,2,2,4,-0.6,3,0
Cc1cc(S(=O)(=O)Nc2ccccc2C)ccc1F,-0.2,-3,-5,-1,-5,-18,-6,0.4,-13,2
CCN(CC)C(=O)CN(c1cccc([N+](=O)[O-])c1)S(=O)(=O)c1ccccc1,1.1,-2,-1,-11,3,12,1,0.2,-2,0
CCC1CCCCN1CCN1C(=O)C2C(C(=O)Nc3cccc(OC)c3)C3C=CC2(O3)C1C(=O)NC1CCCCC1 (stereo not drawn),-1.4,-3,-4,-8,5,2,2,-0.5,-5,3
Fc1ccc(CSc2nnc(-c3cc4c(s3)-c3ccccc3CC4)o2)cc1,-1.5,2,4,1,1,-1,-1,-1.3,13,-107
Cc1ccc(N2C(=S)N=C(Nc3ccccc3C)C23CCOC(C)(C)C3)cc1 (stereo not drawn),0.5,2,-6,2,-5,7,1,-0.1,-13,7
CN=C(Nc1cccc(Cl)c1)SC1CC(=O)N(c2ccc(OC)cc2)C1=O (stereo not drawn),0.2,-1,-1,-2,0,-23,4,-0.1,-9,10
Cc1ccc(C(=O)c2c3ccc([N+](=O)[O-])cc3[n+]([O-])n2CCCC(N)=O)cc1,0.8,5,11,-4,0,-3,-1,0.3,2,0
CCN(CCO)C(=O)CC(c1ccccc1)c1cc(Br)ccc1O (stereo not drawn),1.6,-4,15,-2,-25,-9,-23,-0.8,9,0
CC(C)NC(=O)C1COc2ccccc2O1 (stereo not drawn),0.4,-2,3,-5,-1,-4,2,-0.6,3,-2
COc1ccc(-c2cc(C(=O)NCc3ccco3)c3ccccc3n2)c(OC)c1,1.9,5,8,2,0,-6,4,-0.4,8,-54
Cc1cccc(CSc2nnnn2-c2ccccc2)c1,3.8,-3,-6,-3,-2,-9,-4,0.3,-14,-1
CC(NS(=O)(=O)c1ccccc1Cl)C1CC2CCC1C2 (stereo not drawn),-0.6,-3,0,5,-4,2,-3,0.5,8,17
CCOC(=O)N1CCN(C(=O)COC(=O)c2ccc([N+](=O)[O-])cc2Cl)CC1,-0.2,-6,-3,5,4,5,1,0.0,1,-11
O=C(CSc1nnc(-c2ccco2)o1)NC(=O)C1COc2ccccc2O1 (stereo not drawn),3.0,1,-5,2,0,2,1,-0.1,9,-4
COc1ccc2cc3[n+](cc2c1O)CCc1cc2c(cc1-3)OCO2,nt,17,-2,1,3,8,2,1.6,6,-140
O=C(NC1CC1)C1CCN(C2CCN(C(=O)Cc3ccc4c(c3)OCO4)CC2)CC1,4.1,-3,-2,-4,-4,10,6,-0.3,-7,9
Cc1sc2nc(SCC(=O)N(C)C)[nH]c(=O)c2c1C,0.8,3,10,5,-4,3,-2,0.3,5,3
CCOC(=O)C1(CCc2ccccc2)CCN(C(=O)c2occc2C)CC1,1.9,-6,-13,3,-3,-4,1,-0.3,0,4
O=C(NCC(O)c1ccccc1)c1ccc(Cl)c(S(=O)(=O)N2CCCCC2)c1 (stereo not drawn),0.2,-2,4,1,-2,-9,0,0.3,8,6
Cc1ccc(-c2nc(CS(=O)CC(=O)NC3CCCC(C)C3C)c(C)o2)cc1 (stereo not drawn),0.5,-9,2,-3,-2,-4,-2,0.2,-4,3
Cc1ccc2oc(C(=O)Nc3nnc(C)s3)c(C)c2c1,2.5,-1,16,-4,-7,-3,2,-0.1,-1,-3
Cc1ccc(F)c(S(=O)(=O)NC(=O)C2(C)CCN2C(=O)COc2ccc(Cl)cc2)c1 (stereo not drawn),-1.4,9,-17,-1,3,1,4,0.5,-9,-12
O=C(CCc1ccccc1)Nc1ccccc1F,5.6,1,-13,-5,3,-1,1,0.9,-2,11
Cc1ccccc1C(C(=O)NC1CCCCC1)N(C(=O)c1ccccn1)c1cccnc1 (stereo not drawn),2.0,-8,-5,5,1,3,-6,0.3,0,-5
O=C(NCCc1ccccc1)C1CCN(S(=O)(=O)N2CCC3(CC2)OCCO3)CC1,3.2,-6,6,-3,1,-2,-1,0.4,3,-9
Cc1ccc(-c2nn3nnnc3c3ccccc23)cc1C,-3.8,0,8,2,-19,6,-14,-0.2,3,11
CN(Cc1cccc(F)c1)C(=O)c1cc(=O)[nH]c2ccccc12,3.2,0,-11,6,1,5,3,0.9,3,-44
Cc1cccc2nc(C(=O)Nc3cccc(C(=O)NC4CC4)c3)cn12,2.9,-2,-3,5,4,-9,1,0.1,11,-1
COc1ccc(NC(=O)CN2CCN(C(=O)c3ccco3)CC2)c(OC)c1,-0.1,-5,-9,-4,-8,2,4,-0.3,2,0
COC(=O)C12C=C3CC(C)=C3C(=O)N1Cc1[nH]c3ccccc3c1C2 (stereo not drawn),nt,5,nt,5,13,-9,-2,4.4,nt,-100
COc1ccc(Nc2nc(C)cc(C)c2C(N)=O)cc1,1.8,-1,-10,-9,3,4,-2,0.3,-13,2
Nc1nc(SCC(=O)N2CCOCC2)[nH]c(=O)c1-c1ccccc1,-1.4,-1,3,-6,1,12,-2,1.0,8,-6
COCC1=C(C(=O)OC(C)OC(=O)OC(C)C)N2C(=O)[C@@H](NC(=O)/C(=N\OC)c3csc(N)n3)[C@H]2SC1 (stereo partly drawn),0.0,19,-8,-4,1,-6,1,0.6,4,1
COc1ccc(S(=O)(=O)N2CCN(CC(=O)NC(C)c3cccs3)CC2)cc1 (stereo not drawn),-1.8,1,-3,-5,5,2,1,0.7,3,-11
O=C(CCC(=O)N1CCCC1)Nc1nnc(C(F)(F)F)s1,1.1,-1,0,-4,-1,0,-4,0.1,12,1
COc1cc2c(cc1OC)CN(C(=O)c1ccc3nc[nH]c3c1)CC2,-2.5,-1,-8,0,-1,-3,1,0.6,-5,-2

# Molecules above that contain an aryl methoxy group (9):
SMILES,GAA850 FXN act,rCAG RNA binder,ASAP1 GAP inh,Tn6 DDE FP,GC-B act,sPLA2-III inh,NPR1 activator,proKLK7 act,ARFGAP1 inh,ADAM10 inh
COc1cccc(CNC(=O)[C@H]2CCCN2C(=O)[C@H]2CCCN2C(=O)c2ccc(F)cc2)c1,nt,1,-1,0,-3,0,4,-0.1,2,6
CCC1CCCCN1CCN1C(=O)C2C(C(=O)Nc3cccc(OC)c3)C3C=CC2(O3)C1C(=O)NC1CCCCC1 (stereo not drawn),-1.4,-3,-4,-8,5,2,2,-0.5,-5,3
CN=C(Nc1cccc(Cl)c1)SC1CC(=O)N(c2ccc(OC)cc2)C1=O (stereo not drawn),0.2,-1,-1,-2,0,-23,4,-0.1,-9,10
COc1ccc(-c2cc(C(=O)NCc3ccco3)c3ccccc3n2)c(OC)c1,1.9,5,8,2,0,-6,4,-0.4,8,-54
COc1ccc2cc3[n+](cc2c1O)CCc1cc2c(cc1-3)OCO2,nt,17,-2,1,3,8,2,1.6,6,-140
COc1ccc(NC(=O)CN2CCN(C(=O)c3ccco3)CC2)c(OC)c1,-0.1,-5,-9,-4,-8,2,4,-0.3,2,0
COc1ccc(Nc2nc(C)cc(C)c2C(N)=O)cc1,1.8,-1,-10,-9,3,4,-2,0.3,-13,2
COc1ccc(S(=O)(=O)N2CCN(CC(=O)NC(C)c3cccs3)CC2)cc1 (stereo not drawn),-1.8,1,-3,-5,5,2,1,0.7,3,-11
COc1cc2c(cc1OC)CN(C(=O)c1ccc3nc[nH]c3c1)CC2,-2.5,-1,-8,0,-1,-3,1,0.6,-5,-2

# 3 structures already listed, ordered by molecular weight, rising:
SMILES,GAA850 FXN act,rCAG RNA binder,ASAP1 GAP inh,Tn6 DDE FP,GC-B act,sPLA2-III inh,NPR1 activator,proKLK7 act,ARFGAP1 inh,ADAM10 inh
COc1ccc(Nc2nc(C)cc(C)c2C(N)=O)cc1,1.8,-1,-10,-9,3,4,-2,0.3,-13,2
CN(Cc1cccc(F)c1)C(=O)c1cc(=O)[nH]c2ccccc12,3.2,0,-11,6,1,5,3,0.9,3,-44
COCC1=C(C(=O)OC(C)OC(=O)OC(C)C)N2C(=O)[C@@H](NC(=O)/C(=N\OC)c3csc(N)n3)[C@H]2SC1 (stereo partly drawn),0.0,19,-8,-4,1,-6,1,0.6,4,1

# From PubChem BioAssay
